Bioassay records deposited in PubChem by Broad Institute.
XiGFP reactiv: activators of inactive X chromosome reactivation, primary screen, imaging, XiGFP fibroblasts, GFP high-content imaging, set 2. XiGFP mouse fibroblasts, % GFP-positive cells imaging, 3 d; cells co-treated with 5-aza-dC sensitizer; scaled so ellipticine positive control = 100%. activation, % at 7.58 µM. hit rate 0.055% among 360,000. AID 743238, 2013;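 active means mean normalized replicate activation at least 10% and every replicate at or above 10%; inconclusive means only one of the two criteria met; inactive means mean below 10% and not all replicates reach 10%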;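 further: 0% = median of on-plate neutral control wells and 100% = ellipticine 6 µM median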
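Material: XiGFP fibroblasts, SV40-immortalized; Buffer or medium: DMEM containing 5-aza-dC; Compound dosing: single point; Times: 3 days compound exposure.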
S100A4 inh HTS: inhibitors of S100A4-myosin IIA peptide binding, primary screen, biochemical, fluorescence polarization, TAMRA-MyoIIA peptide; inhibition, % at 10.7 µM; Protein S100-A4 (Homo sapiens), P26447; hit rate 0.14% among 360,000;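 active means mean inhibition of at least 70% across replicates, with every replicate also reaching that level; inconclusive means mean inhibition reaches 70% but some replicates fall short; inactive means mean inhibition below 70%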
Target sequence (P26447 whole entry, looked up): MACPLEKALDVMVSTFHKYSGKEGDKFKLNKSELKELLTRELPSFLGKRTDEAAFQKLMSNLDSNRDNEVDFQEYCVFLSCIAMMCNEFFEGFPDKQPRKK
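Assay system: human S100A4 monomer with TAMRA-labelled myosin IIA peptide / Buffer or medium: Calcium-containing HEPES buffer, pH 7.2 / Reagent: TAMRA-labelled myosin IIA heavy-chain peptide probe, 5 nM / Compound: one dose per compound / Timing: polarization read 5 min after assay mix addition, stable 5–60 min / Benchmarks: neutral control DMSO, positive control TFP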
RAD54 branch: inhibitors of human RAD54 branch migration, primary screen, biochemical, fluorescence, single point | AID 602329, 2012 | DNA repair and recombination protein RAD54-like (Homo sapiens), Q92698 | RAD54 Holliday junction branch migration, FAM/BHQ fluorescence | hit rate 0.14% among 360,000 | inhibition, % at 10.4 µM;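 active means mean normalized replicate activity at least 40 and at least half of replicates scoring 40 or more; inconclusive means only one of the two criteria met; inactive means mean below 40 and under half of replicates reaching 40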;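 further: 0% = median of neutral control wells and 100% = median of positive control wells; inhibitors cause a drop in the FAM fluorescence signal; in these data hits start at about 50%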
RAD52 inh: RAD52 DNA annealing inhibitors, primary screen, biochemical, FRET, single point, set 2; DNA repair protein RAD52 homolog (Homo sapiens), P43351; recombinant RAD52 DNA annealing, FRET fluorescence; inhibition, % at 18.7 µM; hit rate 0.46% among 360,000; AID 651710, 2012;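 active means every replicate showing at least 50% inhibition; inconclusive means mean inhibition at least 50% but not in every replicate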
ERAP1 HTS inh: human ERAP1 aminopeptidase inhibitors, primary screen, biochemical, single point, plate reader; Endoplasmic reticulum aminopeptidase 1 (Homo sapiens), Q9NZ08; recombinant ERAP1, Leu-AMC fluorescence, 60 min; inhibition, % at 10.7 µM; hit rate 0.15% among 340,000;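 active means mean replicate inhibition of at least 30%, or all replicates individually reaching that 30% level; inactive means mean below 30% and not every replicate reaching it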;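 further: 0% = neutral control wells and 100% = L-leucinethiol positive control wells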
Target sequence (Q9NZ08 whole entry, looked up): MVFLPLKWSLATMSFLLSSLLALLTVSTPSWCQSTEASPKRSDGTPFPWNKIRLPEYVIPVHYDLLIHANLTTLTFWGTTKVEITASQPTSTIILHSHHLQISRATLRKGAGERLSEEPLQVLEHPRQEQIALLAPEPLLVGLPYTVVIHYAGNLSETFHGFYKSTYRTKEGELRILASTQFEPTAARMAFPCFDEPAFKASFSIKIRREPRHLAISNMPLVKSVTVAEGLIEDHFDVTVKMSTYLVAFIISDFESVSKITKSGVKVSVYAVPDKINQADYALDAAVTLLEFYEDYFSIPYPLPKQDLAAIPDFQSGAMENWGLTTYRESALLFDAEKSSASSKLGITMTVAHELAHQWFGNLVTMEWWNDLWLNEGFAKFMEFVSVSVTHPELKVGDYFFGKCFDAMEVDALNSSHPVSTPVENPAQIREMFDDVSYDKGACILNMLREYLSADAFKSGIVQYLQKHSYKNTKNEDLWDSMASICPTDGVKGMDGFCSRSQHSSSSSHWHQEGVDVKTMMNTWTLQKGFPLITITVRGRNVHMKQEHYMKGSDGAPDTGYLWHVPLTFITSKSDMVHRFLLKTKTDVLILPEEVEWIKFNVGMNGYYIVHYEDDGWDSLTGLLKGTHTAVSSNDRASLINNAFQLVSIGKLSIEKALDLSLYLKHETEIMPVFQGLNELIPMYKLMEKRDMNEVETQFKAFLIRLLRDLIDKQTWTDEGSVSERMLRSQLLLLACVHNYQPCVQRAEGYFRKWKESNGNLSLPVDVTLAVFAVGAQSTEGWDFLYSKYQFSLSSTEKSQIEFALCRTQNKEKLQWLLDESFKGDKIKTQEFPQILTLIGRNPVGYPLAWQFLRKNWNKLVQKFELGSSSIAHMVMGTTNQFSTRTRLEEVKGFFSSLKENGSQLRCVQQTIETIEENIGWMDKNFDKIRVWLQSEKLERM
ERp5 inh: inhibitors of ERp5-driven insulin aggregation, primary screen, biochemical, turbidity, absorbance 650 nm, single point; 90 min; hit rate 0.05% among 350,000; Protein disulfide-isomerase A6 (Homo sapiens), Q15084; inhibition, % at 9.99 µM;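 active means mean replicate inhibition above about 25%, with every replicate also reaching it, limit read from the data, passing the limit was not always enough; inconclusive means only one of those two criteria met; inactive means neither criterion met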
esBAF inh: Bmi1 luciferase reporter increase in mESCs, primary screen, esBAF inhibitor project, mouse ES cells, Bmi1 luciferase knock-in, single point; 24 h; 100% = twice the neutral-well signal; reporter increase, % at 12.5 µM; hit rate 2% among 350,000; in the data active means activation above about 40%; inconclusive means no clear call, values can overlap the other calls;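 further: 0% = median of the plate's neutral control wells and 100% = double that signal; a rise in the Bmi1 reporter signal indicates esBAF inhibition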
E-sel inducer: E-selectin induction in HUVECs, primary screen, imaging, HUVEC, immunofluorescence imaging, single point | normalized: neutral wells 0, TNF-alpha wells 100 | hit rate 0.37% among 260,000 | AID 686992, 2013 | activation, % at 7.58 µM;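 active means mean E-selectin-positive cell signal at least 10% of the positive control, reached in at least 60% of replicates, without over 20% cell loss; inconclusive means no rule given, readout overlaps actives, possibly toxicity-flagged; inactive means the rest, including those meeting only one limit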;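 further: in these data hits start at about 27%; measured in HUVEC primary endothelial cells; signal is the percent of cells scored E-selectin positive by PE staining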
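Assay system: HUVEC primary endothelial cells. Input: 3,000 HUVEC seeded per well. Doses: one compound dose added by pin transfer. Read-out basis: % PE-positive cells. Benchmarks: TNF-alpha high, DMSO low. Detection: immunofluorescence imaging. Buffer or medium: EGM-2, gelatin.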
An asterisk follows results filed as active; u = inconclusive; x = no result given; & = joins results of further samples. No enrichment for hits; any-hit rate near 2.5%.

SMILES | XiGFP reactiv | S100A4 inh HTS | RAD54 branch | RAD52 inh | ERAP1 HTS inh | ERp5 inh | esBAF inh | E-sel inducer
C[C@@H]1CN([C@H](C)CO)C(=O)c2cc(NC(=O)c3ccncc3)ccc2O[C@@H]1CN(C)C(=O)NC1CCCCC1 | -0.7 | -5 | 0 | -4 | 0 | -2 | -2 | x
COc1ccnc2c1c(=O)n(Cc1ccccc1Cl)c(=O)n2C | 0.1 | 0 | -2 | -7 | 4 | -2 | -1 | x
O=C(CN1C(=O)NC2(CCCCC2)C1=O)NCCC1=CCCCC1 | x | 4 | 1 | -7 | 0 | u | 10 | x
CCOc1cccc(CN2CCCC(C(=O)c3cc(Cl)ccc3OC)C2)c1O (centres undefined) | 0.0 | 4 | 4 | -36 | 0 | -1 | -8 | 0.3
O=C(C[n+]1cccc(NC(=O)c2ccccc2)c1)c1cccc([N+](=O)[O-])c1 | 0.2 | 1 | 7 | -7 | -3 | 2 | 5 | x
C#Cc1ccc([C@@H]2C=C(C(=O)O)O[C@H](OCc3ccc(CO)cc3)C2)cc1 | 0.5 | 4 | 1 | -19 | 0 | 2 | 2 | -0.1
CCOc1ccc(C(C)=O)cc1COC(=O)CCc1cc(OC)c(OC)c(OC)c1 | -0.1 | -4 | 3 | -24 | 0 | 2 | -4 | x
Cc1cc(C(F)(F)F)nn1CCCNC(=O)c1cnccn1 | x | 2 | -8 | -6 | 3 | 1 | -4 | x
CC(=O)C1=C(O)CC(C)(C)CC1=NCCc1nc2ccccc2[nH]1 | 0.0 | 5 | -2 | -9 | 3 | 2 | -9 | 0.0
CCCOc1ccc(NC(=O)CCC(=O)NC(C)c2ccccc2)cc1 (centres undefined) | 0.0 | 0 | -14 | -2 | -2 | 3 | 0 | 0.0
CCOC(=O)c1ccc(NC(=O)O[C@H]2[C@H](OC(=O)Nc3ccc4c(c3)OCO4)[C@@H](OC(=O)Nc3ccc4c(c3)OCO4)[C@@H](OC)O[C@@H]2CO)cc1 | x | -7 | x | -2 | 1 | 0 | x | x
Cc1noc(C)c1S(=O)(=O)N(C)C[C@@H]1Oc2ccc(NC(=O)C3CC3)cc2CC(=O)N([C@H](C)CO)C[C@@H]1C | 0.0 | 28 | 0 | 7 | 0 | -3 | 1 | 4.5
O=C(O)CSc1ccc(NC(=O)Nc2ccccc2F)cc1 | 0.0 | 7 | 5 | -16 | -15 | 4 | -6 | x
COCc1nnc(NC(=O)C2CC(=O)N(C3CCCC3)C2)s1 (centres undefined) | 0.0 | -4 | 1 | -8 | -1 | 4 | 0 | x
O=C(NOCc1ccccc1)c1coc(-c2ccccc2)n1 | 0.0 | -3 | -6 | 1 | -1 | 3 | 0 | 0.0
COc1ccc(-c2nn(Cc3ccccc3)cc2C(=O)N2CCN(c3ccccn3)CC2)cc1OC | -0.1 | 5 | -4 | 3 | -6 | -9 | 6 | -0.4
CN1CCc2nc(SCc3ccc(Cl)cc3)c(C#N)c(-c3cccs3)c2C1 | x | 4 | x | -15 | 3 | 8 | x | x
O=C(Cc1ccncc1)NCC[C@@H]1CC[C@@H](NC(=O)C2CCOCC2)[C@H](CO)O1 | 0.4 | 5 | -8 | -23 | -1 | 3 | -5 | -0.2
CCNC(=O)[C@@H]1[C@@H](CO)[C@@H]2Cn3c(ccc(C4=CCCC4)c3=O)[C@H]1N2Cc1ccncc1 | 0.0 | -10 | -2 | -36 | 1 | -3 | 6 | 0.0
CC1CN(S(=O)(=O)c2ccc(C(=O)Nc3ccccc3F)cc2)CC(C)O1 (centres undefined) | -0.5 | -2 | -6 | -1 | 1 | -2 | 6 | -0.2
CCc1nc2ccccc2c(C(=O)NCc2ccc(OC)cc2)c1C | 0.0 | 1 | -1 | -8 | -2 | 0 | -2 | x
Cc1ccc(OCCCC(=O)NC(C)c2ccccc2)c(C)c1 (centres undefined) | 0.4 | 4 | 1 | 4 | x | 4 | -9 | 0.2
C[C@@H]1CCCCO[C@H](CN(C)C(=O)C2CCCCC2)[C@@H](C)CN([C@@H](C)CO)C(=O)c2cc(NC(=O)Cc3ccccc3)ccc2O1 | 0.1 | -2 | 8 | 9 | 1 | -1 | 13 | 0.0
CC(=O)c1cccc(NC(=O)c2ccc3c(c2)CCN3S(=O)(=O)c2ccccc2)c1 | 0.1 | 5 | 7 | -15 | -1 | 1 | 10 | x

A draw from above in order of heavy-atom count, low to high:
SMILES | XiGFP reactiv | S100A4 inh HTS | RAD54 branch | RAD52 inh | ERAP1 HTS inh | ERp5 inh | esBAF inh | E-sel inducer
O=C(O)CSc1ccc(NC(=O)Nc2ccccc2F)cc1 | 0.0 | 7 | 5 | -16 | -15 | 4 | -6 | x
CN1CCc2nc(SCc3ccc(Cl)cc3)c(C#N)c(-c3cccs3)c2C1 | x | 4 | x | -15 | 3 | 8 | x | x
COc1ccc(-c2nn(Cc3ccccc3)cc2C(=O)N2CCN(c3ccccn3)CC2)cc1OC | -0.1 | 5 | -4 | 3 | -6 | -9 | 6 | -0.4
C[C@@H]1CCCCO[C@H](CN(C)C(=O)C2CCCCC2)[C@@H](C)CN([C@@H](C)CO)C(=O)c2cc(NC(=O)Cc3ccccc3)ccc2O1 | 0.1 | -2 | 8 | 9 | 1 | -1 | 13 | 0.0

Other structures.
| structure | XiGFP reactiv | S100A4 inh HTS | RAD54 branch | RAD52 inh | ERAP1 HTS inh | ERp5 inh | esBAF inh | E-sel inducer |
| --- | --- | --- | --- | --- | --- | --- | --- | --- |
| CC1(c2nnc(-c3ccncc3)o2)CC(c2ccc(F)cc2)=NO1 (centres undefined) | 0.0 | -1 | -1 | -3 | 0 | 2 | 6 | x |
| CC(C)(C)c1ccc(N2C(=O)CC(c3ccccc3)C2=O)cc1 (centres undefined) | 0.0 | -9 | 2 | -11 | 2 | 9 | -4 | 0.1 |
| O=C(CCc1nnc2ccc(NCc3ccco3)nn12)Nc1ccc(F)cc1F | 0.0 | -1 | -3 | -8 | 3 | 2 | -3 | 0.0 |
| N#C/C(C(=O)N1CCOCC1)=c1/s/c(=C\c2ccccn2)c(=O)n1-c1ccccc1 | 0.0 | 0 | x | -44 | -2 | 2 | x | -0.1 |
| CCn1cc([N+](=O)[O-])c(C(=O)N2N=C(c3ccc(O)c(OC)c3)CC2c2ccccc2O)n1 (centres undefined) | 0.0 | -4 | -4 | -49 | -2 | -8 | 5 | 1.1 |
| Cc1cnc(C(=O)OC(C)C(=O)Nc2ccc(Cl)cn2)cn1 (centres undefined) | 0.2 | 3 | 2 | -46 | 0 | 4 | -4 | x |
| Cc1cccc(NC(=O)CN(CC2CCCO2)C(=O)c2ccc(S(C)(=O)=O)cc2)c1C (centres undefined) | 0.0 | 0 | -11 | -14 | -4 | -15 | 0 | 0.4 |
| CC(C)NC(=O)Nc1ccc2c(c1)C(=O)N([C@H](C)CO)C[C@H](C)[C@H](CN(C)S(=O)(=O)c1ccc(Cl)cc1)OCCCC[C@@H](C)O2 | -0.1 | 0 | -5 | -30 | 0 | -1 | 6 | x |
| CCC(=O)N1CCC2(CC1)CN(C(=O)Nc1ccc(F)cc1)[C@@H](CO)c1c2c2ccc(OC)cc2n1C | 0.5 | 3 | x | 0 | 1 | 7 | x | -0.5 |
| COc1ccc(S(=O)(=O)N(C)C[C@H]2OCCCC[C@@H](C)Oc3ccc(NS(=O)(=O)c4c(C)noc4C)cc3C(=O)N([C@H](C)CO)C[C@H]2C)cc1 | -0.1 | -10 | -4 | 17 | -2 | -6 | -5 | 0.0 |
| CCOC(=O)C1=C(C)NC(=O)NC1/C=C\c1ccccc1 (centres undefined) | 0.2 | -4 | -7 | -6 | 1 | 0 | 3 | x |
| CCC1Nc2ncnc(N3CCN(c4ccccn4)CC3)c2N(Cc2ccc(Cl)cc2)C1=O (centres undefined) | -0.3 | -1 | -6 | -38 | -4 | 4 | -2 | 0.2 |
| Cc1ccc(C)c(NC(=O)c2ccc3c(=O)n4c(nc3c2)CCC4)c1 | -0.1 | -2 | -8 | -14 | 0 | -10 | 36 | x |
| C[C@@H]1CN([C@H](C)CO)C(=O)Cc2cc(NC(=O)Cn3cnnn3)ccc2O[C@@H]1CN(C)Cc1ccc(C(F)(F)F)cc1 | 0.2 | 5 | -3 | 6 | 0 | 3 | -1 | x |
| O=C1c2ccccc2C(c2nnnn2Cc2ccccc2)N1CCCN1CCOCC1 (centres undefined) | 0.2 | -3 | x | -4 | x | -1 | x | -0.3 |
| CC(C)C(NS(=O)(=O)c1cccc2nsnc12)C(=O)N1CCCCC1 (centres undefined) | 0.1 | -7 | -2 | -7 | -1 | 2 | -4 | x |
| N#CCCn1nc(-c2ccccc2)cc1Nc1ccccc1NC(=O)C(F)(F)F | 0.4 | 6 | -2 | -14 | 1 | 1 | -3 | 3.7 |
| CCN(CC)c1ccc(S(=O)(=O)N2CCOCC2)cc1NC(=O)CNCc1ccccc1 | -0.1 | 3 | x | 0 | -4 | 0 | x | x |
| CC(=O)CCc1ccc(OCC(=O)Nc2cccc(S(=O)(=O)N(C)c3ccccc3)c2)cc1 | 0.0 | 2 | 8 | -15 | 2 | -4 | x | -1.9 |
| O=C(Cn1c2ccccc2c2nc3n(c(=O)c21)CCS3)Nc1ccccc1C(F)(F)F | 0.0 | -4 | x | -20 | -1 | -1 | x | 1.3 |
| COc1ccc2c3c([nH]c2c1)[C@H](CO)N(C(=O)C1CCC1)CC31CCN(C(=O)c2ccncc2)CC1 | 0.3 | 0 | x | 6 | -1 | -3 | x | 0.2 |
| COc1ccc(C(=O)c2ncc(C(F)(F)F)cc2Cl)cc1 | 0.0 | -1 | x | -21 | 1 | 2 | x | x |
| CCCCn1c(N)c(NCc2ccccc2OC)c(=O)[nH]c1=O | 0.0 | -1 | x | -77 | 4 | -3 | x | x |
| Cc1nnc(NC(=O)NC(C)N2C(=O)C3C4C=CC(C4)C3C2=O)s1 (centres undefined) | 0.3 | -2 | -1&-8 | -2 | -1 | -9 | -4&5 | u |
